Source: PubChem (Sanford-Burnham Center for Chemical Genomics)
EBI2 block – blocks human EBI2 receptor beta-arrestin signaling. AID 651636. EBI2 beta-arrestin recruitment, luminescence, 7a,25-OHC stimulated. actives 0.81% (n = 360,000). P32249. inhibition, % at 5 µM; in the data active = inhibition above about 38%;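 note: enzyme fragment complementation signal reports receptor beta-arrestin coupling in cells; 0% = agonist plus DMSO wells and 100% = wells without agonist; some results beyond the cut were filed as inactive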
Target sequence (P32249 whole entry, looked up, the tested form may be a part): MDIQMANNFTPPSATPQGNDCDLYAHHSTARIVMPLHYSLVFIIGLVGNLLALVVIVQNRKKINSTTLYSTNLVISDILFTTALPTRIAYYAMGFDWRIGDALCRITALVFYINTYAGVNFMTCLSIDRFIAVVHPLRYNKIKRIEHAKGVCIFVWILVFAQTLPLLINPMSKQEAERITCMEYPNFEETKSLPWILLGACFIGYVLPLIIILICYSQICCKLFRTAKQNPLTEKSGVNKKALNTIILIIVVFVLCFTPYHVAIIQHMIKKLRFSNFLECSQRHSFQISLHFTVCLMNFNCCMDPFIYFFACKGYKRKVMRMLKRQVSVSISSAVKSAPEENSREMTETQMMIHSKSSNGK
Gli-Sufu antag – blocks Gli-Sufu signaling in a luciferase reporter; inhibition, % at 5 µM; Sufu-KO-LIGHT fibroblasts, Gli luciferase reporter luminescence; AID 588413; actives 0.74% (n = 340,000);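 active = inhibition above about 55%, limit read from the data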;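 note: 0% = DMSO-treated cells and 100% = wells with medium but no cells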
CXCR6 block – CXCR6 (human) receptor inhibition | O00574 | CHO-K1 PathHunter CXCR6 beta-arrestin, luminescence | inhibition, % at 20 µM | actives 0.36% (n = 360,000) | AID 602244; in the data active = inhibition above about 34%, passing the limit was not always enough;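 note: antagonist mode with CXCL16 agonist at 10 nM final; 0% = 10 nM CXCL16 with DMSO and 100% = unstimulated wells without agonist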
Target sequence (O00574 whole entry, looked up): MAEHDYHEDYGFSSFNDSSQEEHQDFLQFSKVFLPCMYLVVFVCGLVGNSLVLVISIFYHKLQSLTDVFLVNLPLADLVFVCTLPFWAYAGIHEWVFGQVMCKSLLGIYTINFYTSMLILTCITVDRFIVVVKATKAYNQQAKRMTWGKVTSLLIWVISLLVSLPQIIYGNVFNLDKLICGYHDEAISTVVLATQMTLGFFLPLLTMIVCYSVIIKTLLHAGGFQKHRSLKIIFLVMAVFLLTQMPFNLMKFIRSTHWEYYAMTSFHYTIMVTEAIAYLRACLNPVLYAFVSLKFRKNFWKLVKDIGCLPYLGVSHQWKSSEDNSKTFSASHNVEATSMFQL
UBC13 polyUb – human UBC13 polyubiquitination inhibition. UBC13 polyubiquitin chain formation, TR-FRET. inhibition, % at 20 µM. actives 0.47% (n = 330,000). AID 485273; in the data active = inhibition above about 45%, passing the limit was not always enough
APJ antag – blocks the human apelin receptor APJ. CHO-K1 APJ beta-arrestin complementation, luminescence. inhibition, % at 20 µM. actives 0.32% (n = 330,000);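 active = inhibition above about 40% at 20 µM, limit read from the data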;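 note: cells challenged with 10 nM apelin-13 agonist together with compound; plate controls were apelin-13 plus DMSO wells for no effect and DMSO wells lacking apelin-13 for full effect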
Target sequence (P35414 whole entry, looked up): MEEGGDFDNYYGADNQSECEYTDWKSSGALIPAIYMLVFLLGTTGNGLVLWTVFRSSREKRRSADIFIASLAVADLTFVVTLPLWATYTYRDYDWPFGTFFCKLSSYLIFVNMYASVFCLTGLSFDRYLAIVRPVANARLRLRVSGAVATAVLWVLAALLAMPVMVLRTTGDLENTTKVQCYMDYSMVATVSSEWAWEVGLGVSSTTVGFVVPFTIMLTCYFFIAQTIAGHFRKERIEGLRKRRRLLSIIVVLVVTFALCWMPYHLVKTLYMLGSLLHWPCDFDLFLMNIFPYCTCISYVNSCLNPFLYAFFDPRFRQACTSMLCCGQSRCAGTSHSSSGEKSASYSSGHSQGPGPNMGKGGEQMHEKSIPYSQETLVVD
APJ ag – APJ receptor agonism; actives 0.11% (n = 330,000); CHO-K1 APJ PathHunter beta-arrestin, luminescence; 0% DMSO wells, 100% apelin; P35414; activation, % at 20 µM; AID 2520;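 active = activation more than six SD over the plate average, tested at 20 µM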;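 note: 0% = DMSO alone and 100% = apelin-13 at 10 nM; some results filed as inactive read as strong as hits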
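Assay system: CHO-K1 cells stably expressing ProLink-tagged human APJ and arrestin–beta-gal acceptor. Compound dosing: 20 µM single point, 1% DMSO. Times: 16-18 h seeding, 90 min dark compound exposure, 60 min detection. Detection: beta-gal luminescence. Evaluation: APJ–arrestin association signal. Controls: negative DMSO alone, positive Apelin-13 at 10 nM.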
ATG4B inh – inhibitors of human ATG4B cysteine protease | inhibition, % at 8.33 µM | ATG4B cleavage of LC3-PLA2, NBD-HPC fluorescence, 1 h | Q9Y4P1 | AID 504462 | actives 0.51% (n = 340,000); in the data active = inhibition above about 40%
CCR6 antagonist – blocks CCL20-driven beta-arrestin recruitment at human CCR6; AID 493098; CHO-K1 CCR6 PathHunter beta-arrestin, luminescence, CCL20-stimulated; P51684; inhibition, % at 20 µM; actives 0.49% (n = 340,000);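 active = compounds whose inhibition of the agonist-driven luminescence signal at 20 µM reaches about 50%, limit read from the data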;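 note: cells stimulated with CCL20 at 14 nM final; plate controls were DMSO with CCL20 for no effect and DMSO without agonist for full effect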
Active calls of the source: *.

`COCCNC(=O)c1cccc(OC2CCN(Cc3ccc(C(=O)OC)cc3)CC2)c1` gave EBI2 block 4.1, Gli-Sufu antag 59.9*, CXCR6 block 13.4, UBC13 polyUb 1.7, APJ antag 0.4, APJ ag -1.7, ATG4B inh 1.6 and CCR6 antagonist 9.6.
`O=C(C1CC(=O)N(c2ccc(Cl)cc2)C1)N1CCCCCC1` (centres undefined) gave EBI2 block 11.4, Gli-Sufu antag 9.8, CXCR6 block -0.6, UBC13 polyUb 1.9, APJ antag 17.5, APJ ag -0.4, ATG4B inh -2.5 and CCR6 antagonist 2.2.
CC(Sc1nc2nn(-c3ccccc3)c(=O)c-2c2n1CCCCC2)C(N)=O (centres undefined) was read as EBI2 block 4.5, Gli-Sufu antag 8.0, CXCR6 block -6.3, UBC13 polyUb -4.7, APJ antag 11.7, APJ ag -2.5, ATG4B inh -9.9 and CCR6 antagonist -2.2.
NC(=O)CN(c1ccccc1)C1SC(=O)N(Cc2ccccc2)C1=O (centres undefined) was read as EBI2 block -0.3, Gli-Sufu antag -2.3, CXCR6 block 4.8, UBC13 polyUb 1.8, APJ antag 26.3, APJ ag -4.3, ATG4B inh 1.6 and CCR6 antagonist 19.1.
Cc1ccc(COC(=O)CCCN=C2NS(=O)(=O)c3ccccc32)cc1 was read as EBI2 block -7.2, Gli-Sufu antag -10.5, CXCR6 block -9.4, UBC13 polyUb -3.3, APJ antag -0.9, APJ ag -1.7, ATG4B inh 3.3 and CCR6 antagonist 3.9.
For COc1ccc(CNC(=O)CN(Cc2ccco2)C(=O)CCC(=O)Nc2ccccn2)cc1 the results were EBI2 block 2.0, Gli-Sufu antag -6.1, CXCR6 block 1.4, UBC13 polyUb -0.8, APJ antag -9.8, APJ ag -0.4, ATG4B inh -4.3 and CCR6 antagonist 0.8.
For COc1cc(CNCCCN2CCOCC2)cc(Br)c1OCC(=O)N1CCCCC1 the results were EBI2 block -11.2, Gli-Sufu antag 2.6, CXCR6 block 0.5, UBC13 polyUb 6.4, APJ antag 6.0, APJ ag -4.1, ATG4B inh 2.6 and CCR6 antagonist 6.7.
Screening COc1ccccc1C(=O)NCC(=O)N/N=C/c1ccc2c(c1)OCO2 returned EBI2 block 3.1, Gli-Sufu antag -7.2, CXCR6 block -10.1, UBC13 polyUb 3.5, APJ antag -5.8, APJ ag -1.6, ATG4B inh 10.7 and CCR6 antagonist -5.8.
`C/C(=N\NS(=O)(=O)c1ccc(C)cc1)c1ccc(C)o1` gave EBI2 block -13.8, Gli-Sufu antag 33.7, CXCR6 block 7.5, UBC13 polyUb -3.7, APJ antag 0.1, APJ ag -3.2, ATG4B inh -10.5 and CCR6 antagonist 2.7.
`Cc1nn(-c2ccccc2)c(Cl)c1C(=O)OCC(=O)NCCc1ccc(S(N)(=O)=O)cc1` gave EBI2 block -3.9, Gli-Sufu antag -5.8, CXCR6 block 4.3, UBC13 polyUb -1.0, APJ antag -3.7, APJ ag -1.8, ATG4B inh -2.8 and CCR6 antagonist 9.4.
COc1ccccc1NC(=O)C(=O)NCCCN1CCCC1=O was read as EBI2 block 0.5, Gli-Sufu antag -8.9, CXCR6 block -2.5, UBC13 polyUb 3.1, APJ antag -8.1, APJ ag -2.2, ATG4B inh 7.1 and CCR6 antagonist 16.5.
Screening O=C(CSCc1ccc([N+](=O)[O-])cc1)NC1CC1 returned EBI2 block -1.4, Gli-Sufu antag 2.2, CXCR6 block 5.2, UBC13 polyUb 3.0, APJ antag -0.4, APJ ag -0.8, ATG4B inh 0.4 and CCR6 antagonist -6.6.
Screening CCc1cccc(CC)c1NC(=O)COC(=O)Cc1ccsc1 returned EBI2 block -8.0, Gli-Sufu antag -10.9, CXCR6 block 9.6, UBC13 polyUb -10.1, APJ antag -4.2, APJ ag -4.5, ATG4B inh -5.6 and CCR6 antagonist 1.4.
Cn1ncc2nc[nH]c(=O)c21 was read as EBI2 block -7.0, Gli-Sufu antag -1.9, CXCR6 block 2.7, UBC13 polyUb -6.7, APJ antag 0.8, APJ ag -4.4, ATG4B inh 2.9 and CCR6 antagonist -6.0.
CCCc1nnc(NC(=O)CCS(=O)(=O)c2ccccc2)s1 was read as EBI2 block -5.4, Gli-Sufu antag 2.5, CXCR6 block -4.4, UBC13 polyUb 0.2, APJ antag 10.5, APJ ag -4.5, ATG4B inh -0.8 and CCR6 antagonist 5.2.
`COc1ccc(C2C=C(C34CC5CC(CC(C5)C3)C4)NC(=S)N2)cc1` (centres undefined) gave EBI2 block 2.1, Gli-Sufu antag 6.0, CXCR6 block 18.2, UBC13 polyUb 1.2, APJ antag 2.6, APJ ag 0.7, ATG4B inh -6.3 and CCR6 antagonist 17.3.
Screening CCCC1(C(=O)OC)NC(c2ccco2)C2C(=O)N(c3ccc(C)cc3)C(=O)C21 (centres undefined) returned EBI2 block -15.2, Gli-Sufu antag 1.4, CXCR6 block 2.0, UBC13 polyUb -1.5, APJ antag -1.8, APJ ag 6.5, ATG4B inh -19.7 and CCR6 antagonist -2.3.
`CSc1ccccc1OCc1cc(C(=O)NCCC2=CCCCC2)no1` gave EBI2 block 32.5, Gli-Sufu antag 7.2, CXCR6 block 9.5, UBC13 polyUb -9.8, APJ antag -9.0, APJ ag 8.0, ATG4B inh 5.4 and CCR6 antagonist -0.6.
Screening O=C(NCCO)c1nc(C(=O)c2ccccc2)c2ccccc2n1 returned EBI2 block -5.7, Gli-Sufu antag -4.6, CXCR6 block -4.4, UBC13 polyUb -10.4, APJ antag 3.2, APJ ag -3.1, ATG4B inh 10.6 and CCR6 antagonist -0.8.
CC(=C\c1ccccc1)/C=C1/SC(=S)N(CCC(=O)O)C1=O was read as EBI2 block 1.1, Gli-Sufu antag 32.9, CXCR6 block 8.3, UBC13 polyUb -12.5, APJ antag 4.3, APJ ag -4.6, ATG4B inh -5.9 and CCR6 antagonist 12.0.
For O=[N+]([O-])c1ccc(N/N=C2\CC3CC=CC23)cc1 (centres undefined) the results were EBI2 block 0.5, Gli-Sufu antag -8.2, CXCR6 block 6.2, UBC13 polyUb -9.5, APJ antag 18.6, APJ ag -3.9, ATG4B inh -0.8 and CCR6 antagonist 31.6.
COc1cc(C#N)ccc1OCC(=O)NCCC1=CCCCC1 was read as EBI2 block 2.8, Gli-Sufu antag 1.4, CXCR6 block 4.0, UBC13 polyUb 6.2, APJ antag 0.9, APJ ag -2.2, ATG4B inh -47.1 and CCR6 antagonist 15.4.
For C=CCNC(=O)C1CCC(C(=O)NCC=C)CC1 (centres undefined) the results were EBI2 block -2.9, Gli-Sufu antag 5.3, CXCR6 block -8.6, UBC13 polyUb -5.2, APJ antag -16.7, APJ ag -1.0, ATG4B inh 6.8 and CCR6 antagonist -6.2.
`Cc1nn(CC(=O)NCCN2CCCCCC2)c(=O)c2nn(-c3ccccc3)c(C)c12` gave EBI2 block 6.5, Gli-Sufu antag 9.3, CXCR6 block -6.0, UBC13 polyUb 6.2, APJ antag 13.4, APJ ag -1.5, ATG4B inh 0.5 and CCR6 antagonist 5.3.
COc1ccc(C(C)(C)C)cc1NC(=O)C1CCCO1 (centres undefined) was read as EBI2 block -1.8, Gli-Sufu antag -24.3, CXCR6 block 2.4, UBC13 polyUb 1.7, APJ antag 9.3, APJ ag -4.7, ATG4B inh 4.2 and CCR6 antagonist 13.7.
For O=C(c1cc2nc(-c3ccco3)cc(C(F)(F)F)n2n1)N1CCN(Cc2ccccc2)CC1 the results were EBI2 block -8.3, Gli-Sufu antag -46.8, CXCR6 block -4.4, UBC13 polyUb -13.6, APJ antag 16.4, APJ ag -5.1, ATG4B inh 8.0 and CCR6 antagonist -2.4.
For COC(=O)C1=C(O)/C(=C\c2cc(C)n(-c3ccccc3C)c2C)N=C1C the results were EBI2 block 16.2, Gli-Sufu antag -1.8, CXCR6 block 2.5, UBC13 polyUb -13.9, APJ antag 14.1, APJ ag -4.1, ATG4B inh 2.6 and CCR6 antagonist 0.7.
Screening CSCCC(NC(=O)c1ccccc1Br)C(=O)N1CCC(C)CC1 (centres undefined) returned EBI2 block 4.1, Gli-Sufu antag -3.8, CXCR6 block 2.1, UBC13 polyUb 1.2, APJ antag -7.4, APJ ag -3.6, ATG4B inh -2.8 and CCR6 antagonist 5.0.
`CN(C)S(=O)(=O)c1ccc(N=Cc2c(C(F)(F)F)[nH][nH]c2=O)cc1` gave EBI2 block 4.6, Gli-Sufu antag -4.8, CXCR6 block 1.9, UBC13 polyUb 0.3, APJ antag 15.2, APJ ag -0.9, ATG4B inh 0.5 and CCR6 antagonist -1.3.
CCCCN(C)C(=O)C1CCC(=O)N(c2cc(OC)c(OC)c(OC)c2)C1c1ccc(OC)cc1 (centres undefined) was read as EBI2 block -10.3, Gli-Sufu antag 3.1, CXCR6 block -0.6, UBC13 polyUb 2.7, APJ antag 5.5, APJ ag -0.9, ATG4B inh -15.4 and CCR6 antagonist -6.2.
COc1ccc(NC(=O)COC(=O)c2cnccn2)cc1Cl was read as EBI2 block 5.4, Gli-Sufu antag -1.8, CXCR6 block -3.1, UBC13 polyUb -4.5, APJ antag -2.4, APJ ag -8.0, ATG4B inh -0.8 and CCR6 antagonist -11.3.
Screening Cc1ccc(S(=O)(=O)NCC(C)n2nc(C)cc2C)cc1 (centres undefined) returned EBI2 block -12.9, Gli-Sufu antag -7.6, CXCR6 block -0.8, UBC13 polyUb 5.2, APJ antag 1.9, APJ ag -3.0, ATG4B inh -13.3 and CCR6 antagonist 14.0.
Screening COc1cc2ccc(=O)oc2c(O)c1OCC=C(C)C returned EBI2 block -14.9, Gli-Sufu antag 3.5, CXCR6 block -5.2, UBC13 polyUb 2.2, APJ antag -0.9, APJ ag -1.2, ATG4B inh -6.3 and CCR6 antagonist -7.3.
Screening CCCCn1c(CNC(=O)C23CC4CC(CC(C4)C2)C3)nnc1SC(C)CC (centres undefined) returned EBI2 block -1.4, Gli-Sufu antag 8.4, CXCR6 block 6.5, UBC13 polyUb -7.8, APJ antag -5.0, APJ ag -0.4, ATG4B inh 8.0 and CCR6 antagonist 10.8.
`CCC(CO)N=CC1=C(O)C(C(=O)c2ccccc2)CCC1=O` (centres undefined) gave EBI2 block -1.7, Gli-Sufu antag 2.7, CXCR6 block -2.5, UBC13 polyUb 0.6, APJ antag 12.7, APJ ag 0.4, ATG4B inh -3.1 and CCR6 antagonist -19.2.
`CC1=C(C(=O)OC(C)(C)C)C(c2cccc3ccccc23)NC(=O)N1` (centres undefined) gave EBI2 block 29.9, Gli-Sufu antag 8.0, CXCR6 block -7.4, UBC13 polyUb -2.0, APJ antag -3.4, APJ ag -2.6, ATG4B inh -1.1 and CCR6 antagonist 11.6.
`O=C(CN1CCCC1)Nc1ccc(Cl)cc1C(F)(F)F` gave EBI2 block -0.1, Gli-Sufu antag 8.2, CXCR6 block 2.2, UBC13 polyUb -6.6, APJ antag 1.2, APJ ag -2.2, ATG4B inh -3.5 and CCR6 antagonist -7.7.

Not a retest: 3 of the compounds above.
Screening Cc1ccc(S(=O)(=O)NCC(C)n2nc(C)cc2C)cc1 (centres undefined) returned EBI2 block -12.9, Gli-Sufu antag -7.6, CXCR6 block -0.8, UBC13 polyUb 5.2, APJ antag 1.9, APJ ag -3.0, ATG4B inh -13.3 and CCR6 antagonist 14.0.
Screening COc1cc2ccc(=O)oc2c(O)c1OCC=C(C)C returned EBI2 block -14.9, Gli-Sufu antag 3.5, CXCR6 block -5.2, UBC13 polyUb 2.2, APJ antag -0.9, APJ ag -1.2, ATG4B inh -6.3 and CCR6 antagonist -7.3.
Screening CCCCn1c(CNC(=O)C23CC4CC(CC(C4)C2)C3)nnc1SC(C)CC (centres undefined) returned EBI2 block -1.4, Gli-Sufu antag 8.4, CXCR6 block 6.5, UBC13 polyUb -7.8, APJ antag -5.0, APJ ag -0.4, ATG4B inh 8.0 and CCR6 antagonist 10.8.

Compounds as they come. About 3% of those tested had a hit in this group.
